PhoP GFP inhibition – PhoP regulon inhibitors, Salmonella typhi PhoP promoter GFP reporter, confirmatory (AID 1850) | Salmonella Typhi PhoP-promoter GFP reporter, fluorescence, 4 h; higher % means a stronger effect | inhibition, % at 50 µM, or IC50 in µM where a hit was titrated | 0.33% of 310,000 active; in the data active = a potency from the dose series; inconclusive = inhibition mostly from about 25% at the one dose, without a potency; inactive = the rest, 99 in 100 with inhibition below about 19%;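 note: 0% = induced wells with vehicle and 100% = uninduced wells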
M. tuberculosis – growth inhibition of non-replicating M. tuberculosis (AID 488890). 0.39% of 320,000 active. Mycobacterium tuberculosis non-replicating, growth inhibition; higher % means a stronger effect. one-dose inhibition, % at 25 µM; IC50 in µM for titrated hits; in the data active = a potency from the dose series; inconclusive = inhibition mostly from about 82% at the one dose, without a potency; inactive = the rest, 99 in 100 with inhibition below about 76%;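 note: plate controls were DMSO cells for no effect and high antibiotic wells for full effect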
H37Rv inhibition – M. tuberculosis growth inhibition, HTS (AID 449762). M. tuberculosis H37Rv growth inhibition, 7H9 media; higher % means a stronger effect. inhibition, % at 25 µM; hits with a dose series show IC50 in µM. 0.59% of 330,000 active; in the data active = a potency from the dose series; inconclusive = inhibition above about 70% without an active follow-up result;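 note: bacterial growth assessed after seven days of incubation; strong numbers were not always called active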
H1N1 NS1A inhibition – H1N1 influenza NS1A inhibitors, functional cell based assay (AID 504329). inhibition, % at 12.5 µM; hits with a dose series show IC50 in µM. NS1A functional cell-based assay, percent inhibition; higher % means a stronger effect. 0.3% of 340,000 active; in the data active = a potency from the dose series; inconclusive = inhibition above about 27% without an active follow-up result; note: strong numbers were not always called active
inhibitors of VEEV – inhibitors of VEEV TC-83 cytopathic effect, confirmation, Vero cells (AID 588727). Vero cells, VEEV TC-83 cytopathic effect inhibition; higher % means a stronger effect. inhibition, % at 20 µM; hits with a dose series show IC50 in µM. 0.13% of 350,000 active; in the data active = a potency from the dose series; inconclusive = inhibition mostly from about 14% at the one dose, without a potency; inactive = the rest, 99 in 100 with inhibition below about 12%; note: strong numbers were not always called active
inhibitors of VEEV 10K pilot screen – further read-out of inhibitors of VEEV, marked with its call; inhibition, %; measured here: 10K pilot screen inhibition
Starred values were filed as active, the others as inactive. Compounds as they come. About 1.5% of those tested had a hit in this group.

What do the screens show for `Cc1ccc(OCC(=O)NCc2cccs2)c([N+](=O)[O-])n1`?
PhoP GFP inhibition: -6%; M. tuberculosis: 7%; H37Rv inhibition: -7%; H1N1 NS1A inhibition: 2%; inhibitors of VEEV: 0.3%

How did Cc1ccc(-n2c(C)c3c(C)nnc(C)c3c2C)cc1C do in these assays?
PhoP GFP inhibition: 11%; M. tuberculosis: 66%; H37Rv inhibition: 40%; H1N1 NS1A inhibition: 28%; inhibitors of VEEV: inactive

What do the screens show for `Cc1ccc(C(=O)NCC(C)(C)N2CCOCC2)s1`?
PhoP GFP inhibition: -8%; M. tuberculosis: -10%; H37Rv inhibition: -11%; H1N1 NS1A inhibition: 7%; inhibitors of VEEV: 0.5%

Results for COC(=O)c1ccc(Oc2coc3cc(OCc4ccc([N+](=O)[O-])cc4)ccc3c2=O)cc1 ?
PhoP GFP inhibition: 1%; M. tuberculosis: -17%; H37Rv inhibition: -1%; H1N1 NS1A inhibition: -4%; inhibitors of VEEV: 1.5%

What do the screens show for `Cc1ccc(C(=O)NCC(=O)N/N=C/c2sccc2C)cc1[N+](=O)[O-]`?
PhoP GFP inhibition: -12%; M. tuberculosis: -6%; H37Rv inhibition: -6%; H1N1 NS1A inhibition: -10%; inhibitors of VEEV: inactive

Results for O=c1c2ccccc2nnn1-c1ccc(Br)cc1 ?
PhoP GFP inhibition: 0%; M. tuberculosis: 15%; H37Rv inhibition: 2%; H1N1 NS1A inhibition: 6%; inhibitors of VEEV: 4.3%

What do the screens show for `CCOc1ccc(CCN2CN(CC)CNC2=S)cc1OCC`?
PhoP GFP inhibition: 10%; M. tuberculosis: 19%; H37Rv inhibition: 5%; H1N1 NS1A inhibition: 0%; inhibitors of VEEV: 0.8%

How did COC(=O)C1CCN(c2nc3ccccc3nc2C(C#N)C(=O)OCC(C)C)CC1 (centres undefined) do in these assays?
PhoP GFP inhibition: -4%; M. tuberculosis: -3%; H37Rv inhibition: -4%; H1N1 NS1A inhibition: 8%; inhibitors of VEEV: 7.7%

Results for Fc1ccccc1COc1ccc(Br)cc1CNCc1cccnc1 ?
PhoP GFP inhibition: 7%; M. tuberculosis: 42%; H37Rv inhibition: -11%; H1N1 NS1A inhibition: 3%; inhibitors of VEEV: inactive

How did COc1ccc(-c2cc(-c3ccccc3)c(C#N)c(SCC(=O)O)n2)cc1 do in these assays?
PhoP GFP inhibition: 7%; M. tuberculosis: 13%; H37Rv inhibition: -4%; H1N1 NS1A inhibition: -3%; inhibitors of VEEV: 5.3%

Results for COc1ccc2c(Cl)c(C(=O)N/N=C3\CCCC(=O)C3)sc2c1 ?
PhoP GFP inhibition: 8%; M. tuberculosis: 41%; H37Rv inhibition: 0%; H1N1 NS1A inhibition: 6%; inhibitors of VEEV: 4.1%

How did Cc1cc(C(=O)OCC(=O)Nc2ccccc2C#N)c(C)o1 do in these assays?
H1N1 NS1A inhibition: -3%; inhibitors of VEEV: 1.6%

How did Cc1cc(=O)[nH]c(SCC(=O)N2CCc3ccccc3C2)n1 do in these assays?
PhoP GFP inhibition: 0%; H1N1 NS1A inhibition: -13%; inhibitors of VEEV: inactive

What do the screens show for `COCCNC(=O)CN(Cc1ccc2c(c1)OCO2)C(=O)CCC(=O)Nc1nccs1`?
PhoP GFP inhibition: 5%; M. tuberculosis: 2%; H37Rv inhibition: -4%; H1N1 NS1A inhibition: 2%; inhibitors of VEEV: inactive

What do the screens show for `C=CCNC(=O)C1CC2Cn3c(nc4ccccc43)C2N1C` (centres undefined)?
PhoP GFP inhibition: -20%; M. tuberculosis: -4%; H37Rv inhibition: 2%; H1N1 NS1A inhibition: 10%; inhibitors of VEEV: inactive

Structures listed so far containing an aryl thioether with sulfur outside any ring, in the order listed:
How did COc1ccc(-c2cc(-c3ccccc3)c(C#N)c(SCC(=O)O)n2)cc1 do in these assays?
PhoP GFP inhibition: 7%; M. tuberculosis: 13%; H37Rv inhibition: -4%; H1N1 NS1A inhibition: -3%; inhibitors of VEEV: 5.3%

How did Cc1cc(=O)[nH]c(SCC(=O)N2CCc3ccccc3C2)n1 do in these assays?
PhoP GFP inhibition: 0%; H1N1 NS1A inhibition: -13%; inhibitors of VEEV: inactive

Next section
Results for CCOc1ccc(S(=O)(=O)N2CCN(C(=O)CN3C(=O)NC4(CCCC4)C3=O)CC2)cc1 ?
PhoP GFP inhibition: 1%; M. tuberculosis: -1%; H37Rv inhibition: -3%; H1N1 NS1A inhibition: 1%; inhibitors of VEEV: 0.6%

Results for Cc1sc2nc(-c3ccccc3)oc(=O)c2c1C ?
PhoP GFP inhibition: 12%; M. tuberculosis: 62%; H37Rv inhibition: inconclusive; H1N1 NS1A inhibition: -6%; inhibitors of VEEV: 4.5%

How did Cc1cc(N/N=C/c2c(O)ccc3ccccc23)nc(-c2ccccc2O)n1 do in these assays?
PhoP GFP inhibition: -6%; M. tuberculosis: 31%; H37Rv inhibition: 11%; H1N1 NS1A inhibition: 40%; inhibitors of VEEV: 11%; inhibitors of VEEV 10K pilot screen: 6.5

How did Cc1ccccc1-c1nc2sc3c(c2c(=O)n1N)CCCC3 do in these assays?
PhoP GFP inhibition: -20%; M. tuberculosis: 64%; H37Rv inhibition: 10%; H1N1 NS1A inhibition: -1%; inhibitors of VEEV: 5.4%

What do the screens show for `C=CCOc1cccc(C2/C(=C(/O)c3ccccc3)C(=O)C(=O)N2CCN2CCOCC2)c1` (centres undefined)?
PhoP GFP inhibition: -1%; M. tuberculosis: -5%; H37Rv inhibition: -13%; H1N1 NS1A inhibition: 2%; inhibitors of VEEV: 2.5%

What do the screens show for `Cc1nn(C(C)CC(=O)O)c(C)c1Br` (centres undefined)?
PhoP GFP inhibition: 2%; M. tuberculosis: 5%; H37Rv inhibition: 5%; H1N1 NS1A inhibition: -7%; inhibitors of VEEV: 0.3%

How did CCOC(=O)c1cnc2nc(C(F)(F)F)[nH]n2c1=O do in these assays?
PhoP GFP inhibition: -4%; M. tuberculosis: 4%; H37Rv inhibition: 3%; H1N1 NS1A inhibition: -3%; inhibitors of VEEV: 4.6%

How did Cc1cc(C(F)F)nn1CC(=O)NCc1ccc(Cl)cc1Cl do in these assays?
PhoP GFP inhibition: -10%; M. tuberculosis: 4%; H37Rv inhibition: -2%; H1N1 NS1A inhibition: 4%; inhibitors of VEEV: 6.0%

Results for O=C(NNC(=S)NCc1ccccc1)c1ccc2c(c1)OCO2 ?
PhoP GFP inhibition: 33%; M. tuberculosis: -22%; H37Rv inhibition: -6%; H1N1 NS1A inhibition: -12%; inhibitors of VEEV: 0.5%

Results for COc1ccc2c(c1)CCC/C2=N\OC(=O)c1ccccc1F ?
PhoP GFP inhibition: 10%; M. tuberculosis: inconclusive; H37Rv inhibition: 24%; H1N1 NS1A inhibition: -2%; inhibitors of VEEV: 1.9%

What do the screens show for `COc1ccc(Cl)cc1S(=O)(=O)Nc1ncn[nH]1`?
PhoP GFP inhibition: 5%; M. tuberculosis: 5%; H37Rv inhibition: 6%; H1N1 NS1A inhibition: -4%; inhibitors of VEEV: 1.5%

How did CCOc1ccc(-n2c(SCC(=O)NCc3ccco3)nc3c(c2=O)SCC3)cc1 do in these assays?
PhoP GFP inhibition: 8%; M. tuberculosis: -4%; H37Rv inhibition: -4%; H1N1 NS1A inhibition: -8%; inhibitors of VEEV: 5.6%

How did COc1cc(NC(=O)c2ccc(NC3=NC4CS(=O)(=O)CC4S3)cc2)cc(OC)c1OC (centres undefined) do in these assays?
PhoP GFP inhibition: 4%; M. tuberculosis: -2%; H37Rv inhibition: -4%; H1N1 NS1A inhibition: -1%; inhibitors of VEEV: 0.2%

What do the screens show for `CN(CCOc1ccccc1)C(=O)CNC(=O)c1ccc(C(C)(C)C)cc1`?
M. tuberculosis: 31%; H37Rv inhibition: 6%; H1N1 NS1A inhibition: -2%; inhibitors of VEEV: 3.4%

What do the screens show for `CC(C)C(NC(=O)C1CCCCC1)C(=O)NC1CCCC(C)C1C` (centres undefined)?
PhoP GFP inhibition: 3%; M. tuberculosis: -12%; H37Rv inhibition: 8%; H1N1 NS1A inhibition: 4%; inhibitors of VEEV: 0.9%

What do the screens show for `Cc1coc2cc3oc(=O)c(CCC(=O)NC4CC4)c(C)c3cc12`?
PhoP GFP inhibition: 17%; M. tuberculosis: 2%; H37Rv inhibition: -4%; H1N1 NS1A inhibition: -3%; inhibitors of VEEV: inactive

What do the screens show for `CCCNC(=O)CN1C(=O)NC(Cc2c[nH]c3ccccc23)C1=O` (centres undefined)?
PhoP GFP inhibition: 15%; M. tuberculosis: -5%; H37Rv inhibition: 1%; H1N1 NS1A inhibition: -1%; inhibitors of VEEV: 0.2%

What do the screens show for `Cc1ccc(-n2nc3c(=O)n(CCCC(=O)NCc4ccc(F)cc4)nc(C)c3c2C)cc1`?
PhoP GFP inhibition: 0%; M. tuberculosis: 25%; H37Rv inhibition: 4%; H1N1 NS1A inhibition: 11%; inhibitors of VEEV: 0.8%

Results for CCOc1ccc(N2C(=O)CC(Sc3nc(CC(C)C)ccc3C#N)C2=O)cc1 (centres undefined) ?
PhoP GFP inhibition: -4%; M. tuberculosis: 24%; H37Rv inhibition: 52%; H1N1 NS1A inhibition: 7%; inhibitors of VEEV: inactive; inhibitors of VEEV 10K pilot screen: 0.4

What do the screens show for `COc1ccc(C(=O)/C=C/Nc2cc(C)ccn2)cc1`?
PhoP GFP inhibition: -2%; M. tuberculosis: 8%; H37Rv inhibition: 7%; H1N1 NS1A inhibition: 8%; inhibitors of VEEV: 3.5%

How did CCOc1cc2c(cc1OCC)-n1cccc1C(c1ccc(F)cc1)NC2 (centres undefined) do in these assays?
PhoP GFP inhibition: 0%; M. tuberculosis: 11%; H37Rv inhibition: 4%; H1N1 NS1A inhibition: -9%; inhibitors of VEEV: 0.7%

Results for NC(=S)COc1ccccc1 ?
PhoP GFP inhibition: 2%; M. tuberculosis: 66%; H37Rv inhibition: -1%; H1N1 NS1A inhibition: -18%; inhibitors of VEEV: 0.0%

How did COc1nc(-c2ccccc2)ccc1-c1noc(-c2ccccc2F)n1 do in these assays?
PhoP GFP inhibition: -6%; M. tuberculosis: -3%; H37Rv inhibition: 6%; H1N1 NS1A inhibition: 7%; inhibitors of VEEV: 1.6%

Results for CCOc1ccc(OCCN(C)Cc2ccccc2)cc1 ?
PhoP GFP inhibition: 4%; M. tuberculosis: 53%; H37Rv inhibition: 46%; H1N1 NS1A inhibition: 6%; inhibitors of VEEV: 1.2%

Results for CCSc1nnc(-c2ccc(S(=O)(=O)N3CCOCC3)cc2)n1CC1CCCO1 (centres undefined) ?
PhoP GFP inhibition: 2%; M. tuberculosis: -3%; H37Rv inhibition: 0%; H1N1 NS1A inhibition: -6%; inhibitors of VEEV: 2.6%

What do the screens show for `CSc1ccc(CN(C)C(=O)c2cc(=O)c3ccccc3o2)cc1`?
PhoP GFP inhibition: 10%; M. tuberculosis: 39%; H37Rv inhibition: 4%; H1N1 NS1A inhibition: -12%; inhibitors of VEEV: 0.6%

How did CCOC(=O)Nc1ccc(NC(=O)c2c(OC)cccc2OC)cc1 do in these assays?
PhoP GFP inhibition: 11%; M. tuberculosis: -17%; H37Rv inhibition: 3%; H1N1 NS1A inhibition: 4%; inhibitors of VEEV: 2.4%

What do the screens show for `COC(=O)C1C(=O)c2c([nH]c(C(=O)OCCSC)c2C)CC1C` (centres undefined)?
PhoP GFP inhibition: -6%; M. tuberculosis: 15%; H37Rv inhibition: -3%; H1N1 NS1A inhibition: 2%; inhibitors of VEEV: 0.2%

How did O=[N+]([O-])c1ccc(N/N=C/c2cccs2)nc1 do in these assays?
PhoP GFP inhibition: 1%; M. tuberculosis: 14%; H37Rv inhibition: -2%; H1N1 NS1A inhibition: -1%; inhibitors of VEEV: inactive

Results for CC(C)OP(C)(=O)CN1CCN(CP(C)(=O)OC(C)C)CC1 (centres undefined) ?
PhoP GFP inhibition: -7%; M. tuberculosis: -16%; H37Rv inhibition: -10%; H1N1 NS1A inhibition: -9%; inhibitors of VEEV: 0.5%

Results for CCOC(=O)C1CCCN(C(=S)NC(=O)c2cc(Br)ccc2Cl)C1 (centres undefined) ?
H1N1 NS1A inhibition: -2%; inhibitors of VEEV: 1.6%

How did Cc1cccc(-c2noc(CNC(=O)c3ccc4c(c3)OCO4)n2)c1 do in these assays?
PhoP GFP inhibition: 4%; M. tuberculosis: 5%; H37Rv inhibition: -6%; H1N1 NS1A inhibition: 7%; inhibitors of VEEV: 2.5%

What do the screens show for `O=C1NC[C@H](Cc2ccccc2)N(CC2CCN(CCC3CCCC3)CC2)C1=O`?
H1N1 NS1A inhibition: 4%; inhibitors of VEEV: inactive

Source: PubChem BioAssay (Southern Research Specialized Biocontainment Screening Center)
